Source: PubChem (The Scripps Research Institute Molecular Screening Center)
pPAFAH inh = pPAFAH (human) enzyme inhibition. actives 1.5% (n = 330,000). inhibition, % at 3.39 µM. AID 463082. Q13093. recombinant pPAFAH, FP-rhodamine probe fluorescence polarization;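 active = inhibition above the mean inhibition across the screen plus 3 SD, cut at about 25% in these data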;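 also: inhibitors block binding of the rhodamine activity-based probe so polarization drops; 0% = enzyme with DMSO and 100% = wells lacking pPAFAH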
PAFAH1B2 FP inh = inhibitors of human PAFAH1B2. P68402. actives 1.2% (n = 340,000). inhibition, % at 3.39 µM. recombinant PAFAH1B2, FP-rhodamine activity probe, fluorescence polarization;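 active = inhibition above the mean of all tested compounds plus 3 SD, cut at about 24% in these data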;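 also: 0% = enzyme with DMSO and 100% = wells lacking PAFAH1B2; many of its hits are not listed in these tables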
ZTA counter = counter-screen for EBNA-1 inhibitors: inhibitors of Epstein-Barr virus ZTA; P03206; ZTA-DNA binding, fluorescence polarization; inhibition, % at 11 µM; actives 0.15% (n = 320,000); AID 2234; in the data active = inhibition above about 33%
PAFAH1B3 inh = blocks human PAF acetylhydrolase 1B catalytic subunit 3 | recombinant PAFAH1B3, FP-rhodamine probe, fluorescence polarization | inhibition, % at 3.39 µM | Q15102 | actives 0.28% (n = 340,000) | AID 492972;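 active = inhibition above the screen-wide average of all tested compounds plus 3 SD, cut at about 25% in these data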;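 also: 0% = enzyme with DMSO only and 100% = wells lacking PAFAH1B3 protein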
PAFAH2 FP inh = PAFAH2 (human) inhibition; Q99487; recombinant PAFAH2, FP-rhodamine activity probe, fluorescence polarization; inhibition, % at 3.39 µM; actives 0.99% (n = 340,000); AID 492956;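 active = inhibition above the mean over all tested compounds plus 3 SD, cut at about 30% in these data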;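 also: inhibitors block probe labeling of enzyme so polarization drops; 0% = enzyme with DMSO and 100% = wells lacking PAFAH2 protein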
LYPLA2 inh = counter-screen for PME1 inhibitors: inhibitors of human LYPLA2. O95372. recombinant LYPLA2, FP-Rh probe fluorescence polarization. inhibition, % at 5.9 µM. actives 0.38% (n = 320,000). AID 2177;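 active = inhibition above the screen-wide mean plus 3 SD, limit set per campaign, cut at about 26% in these data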;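 also: 0% = LYPLA2 with DMSO and 100% = wells lacking LYPLA2 enzyme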
Target sequence (O95372 whole entry, looked up): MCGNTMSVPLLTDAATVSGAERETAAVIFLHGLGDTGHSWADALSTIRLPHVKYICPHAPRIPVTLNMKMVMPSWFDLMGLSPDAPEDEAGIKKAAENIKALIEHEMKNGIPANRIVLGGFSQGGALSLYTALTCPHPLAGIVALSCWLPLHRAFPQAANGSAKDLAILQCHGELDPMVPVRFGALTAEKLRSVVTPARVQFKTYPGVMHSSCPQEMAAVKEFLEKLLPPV
EBNA-1 inh = blocks EBNA-1 binding to DNA; AID 1950; actives 0.34% (n = 300,000); EBNA-1 DNA binding, fluorescence polarization; inhibition, % at 14.8 µM; in the data active = inhibition above about 28%
PREPL inh = inhibits the human prolyl oligopeptidase-like enzyme; AID 2751; recombinant PREPL, fluorescence polarization activity-based probe; inhibition, % at 5.96 µM; actives 0.68% (n = 320,000); Q4J6C6; in the data active = inhibition above about 43%;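 also: 0% = enzyme with DMSO and 100% = wells lacking enzyme; many of its hits are not listed in these tables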
Target sequence (Q4J6C6 whole entry, looked up): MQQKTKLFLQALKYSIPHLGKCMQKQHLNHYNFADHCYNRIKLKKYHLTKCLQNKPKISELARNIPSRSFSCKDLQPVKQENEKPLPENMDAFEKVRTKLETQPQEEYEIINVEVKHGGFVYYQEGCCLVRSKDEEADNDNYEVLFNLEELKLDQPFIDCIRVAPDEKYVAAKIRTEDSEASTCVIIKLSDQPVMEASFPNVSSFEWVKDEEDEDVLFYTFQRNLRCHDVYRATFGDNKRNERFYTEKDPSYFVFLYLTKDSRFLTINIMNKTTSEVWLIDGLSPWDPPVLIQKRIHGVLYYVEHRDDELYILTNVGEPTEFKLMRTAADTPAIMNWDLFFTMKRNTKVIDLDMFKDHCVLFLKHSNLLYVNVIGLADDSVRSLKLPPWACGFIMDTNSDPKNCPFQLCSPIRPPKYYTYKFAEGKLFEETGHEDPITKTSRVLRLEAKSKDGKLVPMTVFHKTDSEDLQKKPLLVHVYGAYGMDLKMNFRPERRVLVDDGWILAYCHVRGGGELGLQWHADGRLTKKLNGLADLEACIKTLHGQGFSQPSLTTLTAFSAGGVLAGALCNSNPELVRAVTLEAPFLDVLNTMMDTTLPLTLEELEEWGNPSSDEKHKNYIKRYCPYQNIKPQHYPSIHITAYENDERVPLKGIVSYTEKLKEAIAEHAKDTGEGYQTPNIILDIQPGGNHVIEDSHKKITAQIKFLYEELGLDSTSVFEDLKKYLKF
LYPLA1 inh = LYPLA1 (human) inhibition in PME1 counter-screen; recombinant LYPLA1, FP-Rh probe fluorescence polarization; inhibition, % at 5.9 µM; actives 0.16% (n = 320,000); AID 2174;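 active = inhibition above the mean of all tested compounds plus 3 SD, set per campaign, cut at about 14% in these data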;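 also: inhibitors block serine hydrolase probe labeling of LYPLA1 so polarization falls; 0% = enzyme with DMSO and 100% = wells lacking LYPLA1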
* hit, by the source's call; nt = not tested or not shown; & = joins results of further samples. The list is partial; rates above refer to the full screens.

SMILES,pPAFAH inh,PAFAH1B2 FP inh,ZTA counter,PAFAH1B3 inh,PAFAH2 FP inh,LYPLA2 inh,EBNA-1 inh,PREPL inh,LYPLA1 inh
Cc1cccc(-n2ncc3c(NC(C)C)ncnc32)c1,1,-5,-2,6,-1,1,7,-3,2
Cc1cc(NC(=O)Nc2cc(F)ccc2C)n(C)n1,5,4,-8,2,-1,5,-3,1,-1
Nc1nnc(SCC(=O)c2cccc([N+](=O)[O-])c2)s1,5,3,-18,2,-8,0,-5,25,-3
Cc1ccc(S(=O)(=O)CCC(=O)OCc2ccccc2)cc1,8,9,5,7,13,5,10,-11,4
Cc1ccc(Cl)cc1N1CCN(C(=O)C2CCC(=O)N2C(C)C)CC1 (stereo not given),-2,7,-11,8,1,6,1,10,1
Cc1ccc(N2C(=N)SCC2=O)cc1Cl,5,-3,-14,-3,-4,-2,-2,15,1
CCC(=O)c1ccc(OCC(=O)OCC(=O)c2cc(C)n(C)c2C)cc1,11,7,8,7,1,5,4,-3,-3
O=C1C2CC(O)CN2C(=O)N1c1ccccc1 (stereo not given),0,5,-6,10,5,2,-5,8,0
Cc1cccc(C(=O)O[C@H]2[C@H](C)NS(=O)(=O)[C@H]3CC4C=C[C@]23O4)c1,-1,5,nt,-3,9,nt,nt,8,nt
COc1cccc(OC)c1C(=O)Nc1ccncc1,-2,9,5,-6,0,2,13,-6,2
CCOc1ccc2[nH]cc(S(=O)(=O)c3ccc(F)cc3)c(=O)c2c1,-1,5,10,1,0,-1,5,-20,-1
COc1ccc(S(=O)(=O)N2CCOC23CCN(C(=O)c2ccc(Cl)cc2Cl)CC3)cc1,3,2,3,0,0,-4,1,12,-5
O=C(Nc1nccs1)C1CCN(S(=O)(=O)c2ccc3c(c2)OCCCO3)CC1,2,-3,-12,6,14,-4,1,18,-3
COc1ccc(NC(=O)NC2(C(=O)N3CCN(C)CC3)CCCCC2)cc1,0,2,7,0,2,-5,4,-2,-1
O=C(COC(=O)c1ccncc1)NC(=O)C1CCCCC1,7,4,-4,6,-3,-3,-7,5,0
O=C(CSc1ccc(Cl)cc1)Nc1ccccc1N1CCN(C(=O)c2ccccc2)CC1,4,2,14,2,13,1,2,1,1
CCOC(=O)c1sc(=S)n(-c2ccc(Cl)cc2)c1SC,0,0,0,1,-5,-6,-16,3,-2
O=C(CC12CC3CC(CC(C3)C1)C2)N1CCN(S(=O)(=O)c2cccs2)CC1,3,7,1,0,7,0,-1,-9,2
CCC1(C(=O)c2ccccc2)C2c3cc(Br)ccc3OC(=O)C21C(=O)N1CCOCC1 (stereo not given),-2,4,6,1,0,1,5,29,1
COC(=O)CCSCC(=O)N1N=C(c2ccc(Br)cc2)CC1c1cccc(OC)c1OC (stereo not given),6,-4,-5,0,-11,6,-9,14,-1
Nn1c(SCc2ccccc2F)nnc1-c1ccncc1,4,nt,-4,nt,nt,1,-3,6,-1
CS(=O)(=O)Nc1ccc(C(=O)Nc2ccc3c(c2)OCCO3)cc1,-6,4,-15,4,-5,-10,-17,9,-5
O=C(O)C1CCN(c2nc(-c3ccccc3)nc3c2oc2ccccc23)CC1,-3,5,7,3,1,-2,0,0,-3
Cc1ccc(-c2ccc(C(=O)NCCCNC(=O)c3cnccn3)o2)cc1Cl,1,0,5,8,-22,-5,-11,-12,-7
CCc1cccc2c(C(=O)CSc3nnc(C4CC4)o3)c[nH]c12,-9,5,-6,6,-3,-6,nt,-4,-7
Cc1ccc(CNC(=O)CCNC(=O)c2ccc([N+](=O)[O-])cc2)cc1,4,20,nt,11,5,nt,nt,7,nt
CCOC(=O)N1CCN(S(=O)(=O)c2cccs2)CC1,-1,3,0,5,7,8,-6,-1,-1
CC(C)c1ccc(CCNC(=O)c2cccc(S(=O)(=O)N3CCN(C)CC3)c2)cc1,2,4,4,4,-2,6,-2,8,-1
CCC(C(=O)O)n1c2ccccc2c2cn[nH]c(=O)c21 (stereo not given),7,1,-11,9,6,4,14,-7,-2
COc1ccc(CN2CCNC(=O)C2CC(=O)NCc2ccc(C)s2)c(OC)c1 (stereo not given),6,0,-19,-4,3,3,-7,-3,3
O=C(COc1ccc(Cl)cc1)NNC(=O)c1cccnc1,2,8,3,2,8,3,9,-7,-1
COC(=O)c1cc(S(=O)(=O)Nc2nn(C)c3cccc(F)c23)oc1C,-1,4,-2,2,6,8,2,0,3
CCOC(=O)c1cnc2ccc(C)cc2c1NCCN1CCOCC1,0,3,1,2,0,-3,0,-2,3
COc1ccc(NC(=O)c2ccccc2O)c(OC)c1,-5,3,-7,3,-9,3,3,7,4
CC(=O)c1cccc(N(CC(=O)Nc2ccc(F)cc2F)S(C)(=O)=O)c1,2,0,3,1,0,-2,-3,5,0
CCc1c(C)nc(SCC(=O)N2CCCCC2C)[nH]c1=O (stereo not given),1,4,0,-3,-2,3,-7,1,-3
N/C(=N\OC(=O)c1ccccc1Cl)c1ccncc1,-3,-2,4,-2,3,-4,-8,-7,-8
COc1ccc(S(=O)(=O)N(C)CC(=O)N2CCCCCC2)cc1OC,2,1,2,0,2,1,-6,18,-3
Cc1ccc(C(C)C)c(OCCN2C(=O)NC(C)(C)C2=O)c1,7,-4,-14,6,-4,8,-6,-1,3
CCC(C(=O)OCC(=O)NC1CCS(=O)(=O)C1)c1ccccc1 (stereo not given),2,5,-5,3,-3,0,14,4,-1
CC(=O)C1=C(O)C(=O)N(CCNCCO)C1c1ccccc1 (stereo not given),1,3,2,9,7,4,-4,7,0
O=C(COc1cccc(C(F)(F)F)c1)Nc1ccccc1N1CCCCC1,4,2,7,8,-5,1,11,6,-3
COc1ccc(-c2cc(=O)oc3c(C)c(OC(=O)c4cccs4)ccc23)cc1,2,2,3,3,-1,-2,1,1,3
Nc1nonc1-c1nc2ccccc2n1CC(=O)Nc1ccccc1,-1,0,9,3,-7,-8,8,-13,-2
CC(C)CC(=O)NC(=S)N1CCCCCC1,2,2,0,6,4,4,3,-6,4
O=C(OCC(=O)N1CCCC1)c1c(Cl)ccc(Cl)c1Cl,5,4,-1,6,3,0,9,3,-2
O=C(/C=C/c1cccs1)NNC(=O)c1ccccc1,-4,1,7,11,6,4,nt,19,-3
O=C(Nc1ccccc1[N+](=O)[O-])c1cccnc1Cl,3,-2,-21,8,4,-2,-9,-1,0
Cc1ccc(S(=O)(=O)N(C)C)cc1NC(=O)[C@H](Cc1ccccc1)N1C(=O)c2ccccc2C1=O,4,-2,-1,-2,-7,-1,8,-13,-1
C=CCn1c(SCc2cc([N+](=O)[O-])cc3c2OCOC3)nc2cc(C(=O)O)ccc2c1=O,-3,3,-1,-1,-6,1,-5,0,-3
COC(=O)c1cccc(Nc2nc3ccccc3nc2C)c1,2,-3,-6,-3,3,-7,10,-1,-6
CC1SC(=S)N(c2ccc(N(C)C)cc2)C1=O (stereo not given),29*,1,5,10,-4,5,-12,2,-3
Cn1nnnc1SCC(=O)Nc1nc2c(s1)CCCC2,-3,3,-4,5,2,-6,-4,6,1
CCOc1ccc(N=c2oc3cc(O)ccc3cc2C(=O)NCC2CCCO2)cc1 (stereo not given),6,-1,9,1,7,-4,11,16,-2
CSc1ccc2c(c1)C(N1CCN(C)CC1)Cc1ccccc1S2 (stereo not given),7&1,4&4,8&9,2&-6,6&7,2&2,-6&4,-2&-10,0&0
Cc1cccc(NC(=S)N2CCC(C(N)=O)(N3CCCCC3)CC2)c1C,1,2,12,3,0,0,-14,12,0
COc1ccccc1C(=O)NCC(=O)NCC1(N2CCCCC2)CCCCC1,-10,1,-9,-2,9,-6,-10,-4,-3
CCCC(=O)Nc1ccc(-c2csc(N/N=C\c3ccncc3)n2)cc1,6,-2,5,10,7,-9,1,21,-8
CCOc1ccc(-n2nnnc2SCC(=O)Nc2ccc(NC(C)=O)cc2)cc1,0,3,-8,11,-2,-2,-7,-17,-1
CNC(=O)c1cc(NC(=O)CCn2nc(-c3ccc(C)cc3)c3ccccc3c2=O)ccc1OC,4,nt,2,nt,nt,-4,13,-10,-1

(more compounds)
SMILES,pPAFAH inh,PAFAH1B2 FP inh,ZTA counter,PAFAH1B3 inh,PAFAH2 FP inh,LYPLA2 inh,EBNA-1 inh,PREPL inh,LYPLA1 inh
Cc1ccc2nc3ccc(N4CCCC4)nn3c(=O)c2c1,4,-3,8,-1,9,1,-10,2,0
FC(F)(F)c1cc(-c2ccco2)nc(N2CCN(Cc3ccccc3)CC2)n1,4,4,9,3,-11,1,4,-7,3
CN(C)S(=O)(=O)c1ccc(C(=O)NCCS(=O)(=O)N2CCN(c3ccc(F)cc3)CC2)cc1,2,24,1,3,-2,-4,2,-2,0
COc1ccc2c(c1)OC(O)(C(F)(F)C(F)F)CC2=O (stereo not given),11,0,-18,5,4,8,3,-4,0
COc1ccc(CCNC(=O)C(C)SCC(=O)Nc2ccc(F)cc2)cc1 (stereo not given),1,6,nt,10,2,nt,nt,6,nt
Cc1cc([N+](=O)[O-])nn1CCCC(=O)O,-2,0,2,-1,-1,7,-4,-10,1
CCOCCCNS(=O)(=O)c1ccc(NC(=O)CN2C(=O)c3ccccc3C2=O)cc1,0,0,2,0,9,1,-9,-7,1
COC1CCCN(Cc2c(C(=O)N3CCc4ccccc4C3)nc3ccc(Cl)cn23)C1 (stereo not given),5,4,1,4,3,4,-6,26,4
N#C/C(=N\Nc1cccc(F)c1)C(=O)C1CC1,5,7,5,3,7,3,15,3,0
Cc1cccc(OCC(=O)Nc2ccncc2)c1C,-3,0,-2,0,8,-1,-2,0,-3
CCOC(=O)CSc1c(-c2cccs2)[nH]c2ccccc12,19,3,-9,6,4,-1,-17,1,-1
C=CCn1c(SCn2nnc3ccccc3c2=O)nnc1-c1ccc(F)cc1,-10,4,2,7,0,-2,-4,-11,-1
Cc1cc(=O)[nH]c(SCCCOc2ccc(F)cc2)n1,4,7,-6,0,4,4,-2,10,3
CC(=O)C1=C(C)OC(N)=C(C#N)C1c1ccncc1 (stereo not given),3,2,5,10,2,-1,-6,9,-2
CCOC(=O)C1CCN(C(=O)Cn2cccc2C(=O)c2ccccc2)CC1,3,0,1,9,-6,0,-15,3,2
CS(=O)(=O)N(CCc1ccccc1)CC(=O)N1CCN(Cc2ccc3c(c2)OCO3)CC1,8,6,-1,14,11,3,-2,19,-3
COC(=O)c1ccc(NCC(=O)N2CCCCCC2)cc1,-2,nt,-20,nt,nt,1,-8,-7,0
COc1ccc(C2c3c(ccc4ccccc34)Oc3ncn4nc(CO/N=C/c5ccccc5)nc4c32)cc1 (stereo not given),-3,1,-22,8,-1,4,5,13,-1
CC1(C)Cc2nc3oc4c(N5CCOCC5)ncnc4c3cc2CO1,2,-2,19,1,3,0,10,4,2
CN(CC(=O)NCc1ccncc1)S(=O)(=O)c1cc(Cl)ccc1Cl,4,-1,15,6,-11,1,2,-10,-2
Cc1cc(OC(=O)c2ccc(S(=O)(=O)N(C)C)cc2)c([N+](=O)[O-])c(=O)[nH]1,6,-6,12,0,1,0,3,6,3
O=C(Cc1ccc(Br)cc1)c1ccc(O)cc1O,4,82*,13,4,-3,2,5,6,2
